Screens from PubChem BioAssay.
PAFAH2 FP inh: inhibitors of human PAFAH2; 340,000 compounds, 0.99% hits; Q99487; AID 492956; inhibition, % at 3.39 µM; recombinant PAFAH2, FP-rhodamine activity probe, fluorescence polarization;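 active means inhibition above the mean over all tested compounds plus 3 SD, cut at about 30% in these data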;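 further: inhibitors block probe labeling of enzyme so polarization drops; 0% = enzyme with DMSO and 100% = wells lacking PAFAH2 protein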
PAFAH1B3 inh: PAFAH1B3 (human) inhibition. Q15102. recombinant PAFAH1B3, FP-rhodamine probe, fluorescence polarization. inhibition, % at 3.39 µM. 340,000 compounds, 0.28% hits;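 active means inhibition above the screen-wide average of all tested compounds plus 3 SD, cut at about 25% in these data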;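 further: 0% = enzyme with DMSO only and 100% = wells lacking PAFAH1B3 protein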
Target sequence (Q15102 whole entry, looked up): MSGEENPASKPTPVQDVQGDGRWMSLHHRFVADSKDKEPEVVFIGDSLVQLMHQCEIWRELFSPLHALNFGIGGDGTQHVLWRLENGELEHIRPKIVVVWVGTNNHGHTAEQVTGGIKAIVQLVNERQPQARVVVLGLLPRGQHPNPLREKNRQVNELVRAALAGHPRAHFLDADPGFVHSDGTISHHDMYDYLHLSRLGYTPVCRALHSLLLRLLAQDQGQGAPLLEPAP
PAFAH1B2 FP inh: inhibitors of human PAFAH1B2; recombinant PAFAH1B2, FP-rhodamine activity probe, fluorescence polarization; inhibition, % at 3.39 µM; 340,000 compounds, 1.2% hits;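 active means inhibition above the mean of all tested compounds plus 3 SD, cut at about 24% in these data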;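 further: 0% = enzyme with DMSO and 100% = wells lacking PAFAH1B2; many of its hits are not listed in these tables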
Target sequence (P68402 whole entry, looked up): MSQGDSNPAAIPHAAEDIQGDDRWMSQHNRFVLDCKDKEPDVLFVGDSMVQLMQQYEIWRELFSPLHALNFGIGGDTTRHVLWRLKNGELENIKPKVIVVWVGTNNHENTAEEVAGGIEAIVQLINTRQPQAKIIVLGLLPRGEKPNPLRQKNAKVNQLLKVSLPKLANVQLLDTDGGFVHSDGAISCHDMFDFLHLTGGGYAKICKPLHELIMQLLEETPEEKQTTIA
The depositor's hits bear a star. A portion of the library; rates above refer to the full screens.

Every second line gives: PAFAH2 FP inh	PAFAH1B3 inh	PAFAH1B2 FP inh
> CCc1ccc(NC2=CC(=O)C(=O)c3ccccc32)cc1
→ 18	59*	9
> O=C(C(c1ccccc1)C(O)c1ccccc1)N1CCOCC1 (configuration not stated)
→ 1	1	14
> CN(C)CCCN1c2ccccc2Sc2ccc3ccccc3c21
→ 7	7	3
> O=S(=O)(Nc1ccc(-n2cnnn2)cc1)c1cccc(Cl)c1
→ -2	2	8
> COC(=O)c1cc(C(=O)OCC(=O)c2ccc3c(c2)NC(=O)CO3)cc([N+](=O)[O-])c1
→ 0	2	3
> CCOc1ccccc1C(=O)N[C@H](C(=O)OCC(=O)Nc1nnc(-c2ccccc2)o1)C(C)C
→ 14	7	4
> COc1cc(/C=C(\C(=O)O)c2ccc(S(=O)(=O)N3CCCC3)s2)cc(OC)c1
→ 7	-1	4
> Cc1noc(C)c1COc1ccccc1C(=O)N1CCN(S(=O)(=O)c2ccc(F)c(F)c2)CC1
→ 5	10	4
> CC(=O)c1cccc(NC(=O)CCCCCn2nnc3ccccc3c2=O)c1
→ -3	3	3
> Cc1ccc(S(=O)(=O)NCCC(=O)NCCOc2ccccc2)cc1
→ -1	3	3
> CN(C)S(=O)(=O)c1ccc(Cl)c(C(=O)NNC(=O)Cn2ccc(C(F)(F)F)n2)c1
→ 4	5	2
> CCN1C(=O)/C(=c2\o/c(=C3\C=Cc4ccccc4N3CC)c(=O)n2CC)SC1=S
→ 0	15	7
> CSc1ncc(C(=O)Nc2ccc(C(C)=O)cc2)c(C)n1
→ -7	0	0
> CCOC(=O)c1cnc2scnn2c1=O
→ -3	10	-1
> Cc1cc(C)c2nc(-c3ccco3)cc(C(=O)O)c2c1
→ 11	4	2
> Cc1noc(NS(=O)(=O)c2ccc(NC(=O)/C=C/c3ccc(Br)cc3)cc2)c1C
→ 0	13	7
> NC(=O)c1ncn([C@@H]2O[C@H](CNCc3cnc(N4CCOCC4)nc3)[C@@H](O)[C@H]2O)n1
→ -2	9	5
> Cc1ccc(C(=O)N2CCC(C(=O)c3ccc(F)cc3)CC2)cc1
→ -1	9	0
> CN1OC[C@@H]2CN[C@H](c3cccc(-c4cc(Cl)cc(Cl)c4)c3)C[C@@H]21
→ 8	-8	3
> CC(C)CC(=NNC(=O)c1ccncc1)c1cc(Cl)ccc1O
→ -9	8	29*
> O=C(CN1CCN(CC(=O)c2ccc(Cl)cc2)CC1)c1ccc(Cl)cc1
→ -7	8	9
> CCOC(=O)N1CCN(C(=O)c2cn(-c3ccc(C)c(C)c3)c(=O)c3ccccc23)CC1
→ 2	12	-6
> O=C(COc1ccc(Cl)cc1Br)N1CCN(c2ncccn2)CC1
→ -1	7	0
> O=C(CNS(=O)(=O)c1ccc(Br)cc1)Nc1ccc2c(c1)OCCO2
→ -1	6	7
> O=C(NNC1=NCCCCC1)Nc1cccc(Cl)c1
→ 12	2	5
> O=S(=O)(Nc1ccccc1-c1ccccc1)c1ccccc1
→ 6	7	26*
> O=C(Nc1ccc(-c2nnc3n2CCCCC3)cc1)c1cnccn1
→ 5	-2	1
> C/C(=N\NC(=O)C1CCCC1)c1ccc(Cl)c(Cl)c1
→ -4	0	1
> O=C1C=C(Nc2ccccc2)c2ccccc2C1=O
→ 7	62*	9
> CC(C)(C)OC(=O)N1CCCC(C(=O)Nc2cccc(C(=O)N3CCCCC3)c2)C1 (configuration not stated)
→ -4	8	2
> O=C(CC1SC(N2CCCCC2)=NC1=O)Nc1cccc(C(=O)NCc2ccc(F)cc2)c1 (configuration not stated)
→ -2	0	3
> CCc1ccc(NC(=O)NNC(=O)c2ccc3ccccc3c2O)cc1
→ -6	36*	12
> COCCn1c(SCC(=O)NCC(c2ccccc2)N(C)C)nc2sc3c(c2c1=O)CCC3 (configuration not stated)
→ 8	1	3
> Cc1cccc(NC(=O)c2cccc([N+](=O)[O-])c2O)c1C
→ 3	7	3
> COc1ccc(CN2CCCC(N3CCN(c4cccc(Cl)c4)CC3)C2)cc1OC (configuration not stated)
→ -2	1	6
> Cc1ccccc1/C=C/c1cccc[n+]1C
→ 7	0	3
> O=C(CC1C(=O)NCCN1Cc1cccc(C(F)(F)F)c1)NC1CCOCC1 (configuration not stated)
→ 0	1	4
> CSCCC(NC(=O)c1ccco1)C(=O)N1CCN(C(c2ccccc2)c2ccccc2)CC1 (configuration not stated)
→ 1	5	2
> O=C(NNc1ccccc1)Nc1cc(Cl)ccc1Cl
→ 3	2	5
> O=C1COc2c1ccc(O)c2O
→ 10	2	-3
> O=C(CCCn1c(=O)oc2ccccc21)Nc1ccccc1
→ 1	10	6
> COCCN(C(=O)c1ccccc1F)c1nc(-c2ccc(OC)cc2)cs1
→ -6	-1	-4
> Cc1ccc(S(=O)(=O)N2CCN(c3ccc4nnc(-c5ccccc5)n4n3)CC2)cc1
→ 7	7	9
> O=C(NCc1ccc2c(c1)OCO2)Nc1ccc([N+](=O)[O-])cc1
→ -28	-52	-32
> O=C(N/C(=C/c1ccc(F)cc1)C(=O)N1CCOCC1)c1ccccc1
→ -5	5	-2
> NC(=S)NN=C(c1ccc(Br)cc1)C1CC1
→ 3	4	9
> CCCn1c(=O)c(C(=O)NCCc2ccc(OC)c(OC)c2)c(O)c2ccccc21
→ 6	-2	0
> O=c1[nH]c2c(c(=O)[nH]1)CCCCCC2
→ 0	10	5
> CCOc1cc(/C=N/NC(=O)C2CC2)ccc1OC(C)C
→ 1	4	5
> COc1ccc(CNCCCn2cnc(C(=O)Nc3ccc(C)c(C)c3)n2)cc1
→ 0	2	-4
> COc1cccc(CN(CCC(C)C)S(=O)(=O)c2cc(Br)ccc2Br)c1
→ -33	4	5
> CC(C)(C)S(=O)N1Cc2cc(CO)cc(-c3ccccc3)c2[C@H]1CCO (some centres not stated)
→ -1	0	7
> CC(=O)c1c(C)n(-c2ccccc2Br)c2ccc(O)cc12
→ -22	15	3
> Cc1cc(=O)n(C(C)c2ccccc2)n1C(C)c1ccccc1 (configuration not stated)
→ -2	6	1
> C[C@]12CCC3C(CC[C@H]4CCCC[C@]34C)C1CC[C@@]2(O)CNCCO (some centres not stated)
→ 2	-3	0
> CCC(=O)Nc1nonc1-c1nc2ccccc2n1Cc1ccc(Cl)c(Cl)c1
→ -3	5	5
> CCN(CC(=O)Nc1cccc(Br)c1)Cc1nc2ccccc2c(=O)[nH]1
→ -2	8	3
> O=[N+]([O-])c1ccc(N/N=C/c2sc(N3CCOCC3)nc2-c2ccccc2)c(S(=O)(=O)Nc2ccccc2Cl)c1
→ -38	7	-1
> Cc1cccc(C(C(C(=O)c2ccccc2)N2CCOCC2)N2CCOCC2)c1 (configuration not stated)
→ -1	6	2
> C[C@@H](NS(=O)(=O)c1cc(Cl)ccc1F)[C@H](O)c1ccccc1
→ 4	10	3

(next part)
Every second line gives: PAFAH2 FP inh	PAFAH1B3 inh	PAFAH1B2 FP inh
> COc1cc(OC)c(NS(=O)(=O)c2c(C)[nH]c(=O)[nH]c2=O)cc1Cl
→ -1	-6	5
> COc1ccc(-c2cc(C(=O)N(C)CCc3ccc(OC)c(OC)c3)c3ccccc3n2)cc1
→ 1	7	-4
> COc1cc(NC(=S)N2CCN(S(=O)(=O)c3ccccc3)CC2)cc(OC)c1
→ 5	3	5
> Cc1[nH][nH]c(=O)c1C(c1ccc(-c2ccc(Cl)c(C(=O)O)c2)o1)c1c(C)[nH][nH]c1=O
→ 21	17	8
> Cc1ccc(C)c(C2=NNC(=NCc3ccccc3)SC2)c1
→ 3	3	-6
> COc1cc(C(=O)OCC(=O)NC23CC4CC(CC(C4)C2)C3)cc(OC)c1OC
→ 78*	2	12
> CC(=O)OCC(=O)C12OC(C)(C)OC1CC1C3CC=C4CC(O)CCC4(C)C3CCC12C (configuration not stated)
→ -2	17	4
> COc1cc(OCc2ccccc2)c(OC)c(OCc2ccccc2)c1
→ 3	2	3
> CCN(C(=O)COC(=O)c1ncc(Cl)c(Cl)c1Cl)c1c(N)n(Cc2ccccc2)c(=O)[nH]c1=O
→ -1	8	-8
> COc1ccc(C(=O)NCc2ccccc2CN2CCCC2)cc1S(=O)(=O)N1CCOCC1
→ -4	7	-2
> CC1(C)SC(C)(C)N(C=O)C1C(=O)O (configuration not stated)
→ 3	9	3
> CN(C)c1ccc(/C=C(/C#N)C(=O)Nc2nc3c(s2)CCN(Cc2ccccc2)C3)cc1
→ -24	-8	-7
> CC1CCN(S(=O)(=O)c2ccc(NC(=O)C3CCCCC3C(=O)O)cc2)CC1 (configuration not stated)
→ 6	3	6
> Cc1c(Cl)cccc1NC(=S)C(=C([O-])c1ccc(Cl)s1)[n+]1ccccc1
→ 7	8	6
> Cc1ccc(OCC(=O)N/N=C/C=C/c2ccco2)c(Br)c1
→ 8	5	-2
> COc1ccc(CCN2CCCn3c2nc2c3c(=O)n(CC(C)C)c(=O)n2C)cc1OC
→ 1	5	2
> Cc1ccc(CN2CC(C(=O)N(CC(C)C)c3c(N)n(Cc4ccccc4)c(=O)[nH]c3=O)CC2=O)cc1 (configuration not stated)
→ 1	9	2
> Cc1ccnc(NC(c2ccccc2)c2ccc3cccnc3c2O)c1 (configuration not stated)
→ 5	5	3
> CSc1nc2[nH]c(=O)n(O)c(=O)c2n1Cc1ccccc1
→ 37*	-6	13
> COP(=O)(OC)c1ccc(NCc2cc(O)ccc2O)cc1
→ 7	13	4
> O=C(O)c1c[nH]c2ccc([N+](=O)[O-])cc2c1=O
→ -4	11	2
> CCCCCCCOC(=O)C[N+](C)(C)CCOC1CC2CCC1(C)C2(C)C (configuration not stated)
→ 8	10	0
> COc1ccc(CCNC(=O)C2CCN(Cc3nc(-c4ccc(Cl)cc4)oc3C)CC2)cc1OC
→ 7	3	0
> O=C(Oc1ccccc1)c1ccccc1
→ 1	7	1
> CCOC(=O)c1cnc(-n2nc(C)cc2C)nc1Nc1ccc(C)cc1
→ -3	9	0
> CS(=O)(=O)c1ccc(Cl)c(NC(=O)COC(=O)CCN2C(=O)C3CC=CCC3C2=O)c1 (configuration not stated)
→ 1	1	2
> Cc1ccc(OCc2cc(C(=O)N3CCc4sccc4C3)no2)cc1C
→ -5	3	3
> COC(=O)c1nc(NC(=O)c2ccc(F)cc2)n[nH]1
→ 0	8	-1
> CCN(C(=O)COC(=O)c1c2c(nc3ccccc13)CCC2)c1c(N)n(Cc2ccccc2)c(=O)[nH]c1=O
→ 1	2	9
> CC(C)C[C@@H](CN)NC(=O)c1nc[nH]c1C(=O)N[C@@H](C)C(=O)CNC[C@H](CC(C)C)NC(=O)c1nc[nH]c1C(=O)N[C@@H](CC(=O)O)C(=O)O
→ 6	9	10
> O=C(CCl)Nc1ccc(N=Nc2ccccc2)cc1
→ 9	-1	4
> Cc1nn(C)c(C(=O)Nc2c(C)nn(Cc3c(F)c(F)c(F)c(F)c3F)c2C)c1Br
→ 6	-6	1
> COc1ccc(NS(=O)(=O)c2ccc(C)c(NC(=O)CNC(=O)c3ccco3)c2)cc1
→ -5	2	1
> O=C(/C=C/c1ccc(F)cc1)NC(=S)Nc1ccccc1
→ -4	4	-1
> COc1cc(/C=N/Nc2ccc([N+](=O)[O-])cn2)cc(OC)c1O
→ 6	3	2
> N#CC1=C(N)Oc2cc(O)c(Cl)cc2C1c1cccnc1 (configuration not stated)
→ 7	-2	-8
> CC(=O)C1(O)CCC2C3CCC4CC(=O)CCC4(C)C3C(=O)CC21C (configuration not stated)
→ 6	10	7
> O=C(O)CCCCCN1C(=O)/C(=C/c2cn(-c3ccccc3)nc2-c2cccs2)SC1=S
→ 11	6	-1
> COCCOC(=O)C1=C(C)NC(SCC(=O)NC(C)(C)C)=C(C#N)C1c1ccco1 (configuration not stated)
→ 5	8	6
> NC(=S)NN=C1c2cc(Cl)ccc2-c2c1cc(Cl)cc2[N+](=O)[O-]
→ 18	7	3
> C=CCOc1ccc(/C=N/NC(=O)C2CCCC2)cc1OCC
→ -4	2	7
> O=C(COC(=O)c1ccc(F)cc1F)c1ccc[nH]1
→ 16	6	3
> Cc1cc(N2CCN(C)CC2)nc2ccc(NC(=S)N3CCCCC3)cc12
→ -1	3	4
> CC(C)CCN1CCC(CN2C(=S)NC[C@@H]2Cc2ccccc2)CC1
→ 9	6	2

Copied from the results shown (five entries):
Every second line gives: PAFAH2 FP inh	PAFAH1B3 inh	PAFAH1B2 FP inh
> NC(=S)NN=C1c2cc(Cl)ccc2-c2c1cc(Cl)cc2[N+](=O)[O-]
→ 18	7	3
> C=CCOc1ccc(/C=N/NC(=O)C2CCCC2)cc1OCC
→ -4	2	7
> O=C(COC(=O)c1ccc(F)cc1F)c1ccc[nH]1
→ 16	6	3
> Cc1cc(N2CCN(C)CC2)nc2ccc(NC(=S)N3CCCCC3)cc12
→ -1	3	4
> CC(C)CCN1CCC(CN2C(=S)NC[C@@H]2Cc2ccccc2)CC1
→ 9	6	2
